High-throughput results deposited in PubChem BioAssay by several laboratories.
GC-A act = GC-A (human) enzyme activation; P16066; HEK293 GC-A cells, cGMP TR-FRET, EC30 ANP; 0% at EC30 ANP, 100% saturating ANP; activation, % at 10 µM; 370,000 compounds, 0.14% hits; in the data active = activation above about 40%
Target sequence (P16066 whole entry, looked up): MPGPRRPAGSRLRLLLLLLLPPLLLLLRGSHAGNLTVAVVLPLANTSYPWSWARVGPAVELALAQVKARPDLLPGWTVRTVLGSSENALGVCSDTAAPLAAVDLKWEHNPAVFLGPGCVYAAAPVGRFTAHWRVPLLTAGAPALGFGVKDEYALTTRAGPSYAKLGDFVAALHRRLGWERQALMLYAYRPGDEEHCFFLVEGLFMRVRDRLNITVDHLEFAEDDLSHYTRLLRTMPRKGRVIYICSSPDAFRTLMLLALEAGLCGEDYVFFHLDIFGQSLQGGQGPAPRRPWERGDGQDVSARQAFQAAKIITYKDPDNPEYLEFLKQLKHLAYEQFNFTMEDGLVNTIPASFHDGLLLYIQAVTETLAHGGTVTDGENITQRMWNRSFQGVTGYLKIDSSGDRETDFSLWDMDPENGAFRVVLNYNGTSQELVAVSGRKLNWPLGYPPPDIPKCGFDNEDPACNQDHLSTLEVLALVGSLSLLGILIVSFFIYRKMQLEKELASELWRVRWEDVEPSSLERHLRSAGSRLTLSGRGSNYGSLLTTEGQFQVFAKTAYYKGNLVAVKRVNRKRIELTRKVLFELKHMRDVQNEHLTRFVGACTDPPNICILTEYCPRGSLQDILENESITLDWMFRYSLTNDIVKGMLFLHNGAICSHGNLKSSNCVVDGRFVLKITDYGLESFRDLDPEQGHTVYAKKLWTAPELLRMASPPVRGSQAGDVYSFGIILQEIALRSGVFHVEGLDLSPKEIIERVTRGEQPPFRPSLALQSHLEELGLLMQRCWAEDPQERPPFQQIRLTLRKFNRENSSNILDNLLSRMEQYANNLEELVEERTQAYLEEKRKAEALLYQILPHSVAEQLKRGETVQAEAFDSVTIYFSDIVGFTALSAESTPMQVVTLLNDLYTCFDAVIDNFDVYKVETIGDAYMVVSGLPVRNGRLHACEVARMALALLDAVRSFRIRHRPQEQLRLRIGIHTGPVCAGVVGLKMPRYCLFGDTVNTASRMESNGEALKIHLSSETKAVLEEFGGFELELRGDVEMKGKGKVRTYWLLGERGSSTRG
ADAM10 inh = inhibitors of human ADAM10; O14672; recombinant ADAM10, EDANS/DABCYL FRET peptide cleavage, 3 h; inhibition, % at 7 µM; 370,000 compounds, 0.62% hits; AID 720582;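 active = inhibition above a per-campaign cutoff equal to the mean of compounds falling between control-based bounds plus 3 SD, cut at about 20% in these data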;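 note: 0% = DMSO wells while the 100% control is not disclosed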
DAX1 inh-1 = inhibitors of DAX1 repression of SF-1 activated StAR promoter; inhibition, % at 6.8 µM; 370,000 compounds, 1.1% hits; AID 652010; HEK293T StAR-luciferase reporter, SF-1/DAX-1 repression relief;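 active = inhibition above the mean over all tested compounds plus 3 SD, cut at about 3.6% in these data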;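 note: 0% = DAX-1 cells with DMSO and 100% = cells lacking DAX-1 with DMSO; higher inhibition means more luminescence from relief of DAX-1 repression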
DAX1 inh-2 = inhibitors of human orphan nuclear receptor DAX1 (NR0B1). P51843. 340,000 compounds, 0.99% hits. HEK293 Gal4-DAX1 luciferase reporter, luminescence. AID 504766. inhibition, % at 6.75 µM;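 active = inhibition above the mean over all tested compounds plus 3 SD, cut at about 4.2% in these data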;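 note: 0% = DAX1-transfected cells with DMSO and 100% = empty-vector control cells with DMSO; inhibition shows as a rise in luminescence from relieved DAX1 repression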
PG9 binder = binds the HIV-1 gp120 antibody PG9; TR-FRET gp120-PG9 antibody binding; inhibition, % at 6.7 µM; 360,000 compounds, 0.43% hits; AID 624416; in the data active = inhibition above about 8.5%
GAA850 FXN act = activators of GAA850 frataxin (FXN) promoter; HEK293 lucGAA850 FXN promoter luciferase reporter, 24 h; percent of 10 µM SAHA response; activation, % at 6 µM; 360,000 compounds, 0.56% hits;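 active = activation above the average of all compounds screened plus 3 SD, cutoff fixed separately per campaign, cut at about 7.5% in these data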;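 note: 0% = DMSO wells and 100% = 10 µM SAHA wells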
ADAM17 inh = inhibitors of human ADAM17 | P78536 | recombinant ADAM17, EDANS/DABCYL FRET peptide cleavage | inhibition, % at 6.95 µM | 370,000 compounds, 0.83% hits;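 active = inhibition above the mean of compounds lying between control limits plus 3 SD, set per campaign, cut at about 8.5% in these data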;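 note: 0% = DMSO-only wells as the low control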
SMARCA2 act = activators of SMARCA2 function. activation, % at 9.1 µM. 370,000 compounds, 1% hits. MG213 cells, MMTV-luciferase reporter, dexamethasone, overnight; in the data active = activation above about 7.8%;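 note: 0% = vehicle wells and 100% = reference activator wells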
hgDAF12 agonist = activates the H. glycines DAF-12 receptor ligand-binding domain. HEK293 GAL4-hgDAF12 UAS-luciferase reporter, agonist luminescence; normalized to butyrate control. activation, % at 6.8 µM. 370,000 compounds, 1.8% hits;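 active = activation above a cutoff set at the mean of all screened compounds plus 3 SD, cut at about 10% in these data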;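 note: 0% = DMSO wells and 100% = sodium butyrate wells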
hcDAF-12 act = H. contortus DAF-12 activation, primary screen; activation, % at 6.8 µM; 370,000 compounds, 1.4% hits; AID 652067; HEK293 hcDAF-12 lit1-tk-luc reporter, luminescence; 0% DMSO, 100% Δ7-dafachronic acid;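 active = activation above the mean of all tested compounds plus 3 SD, cut at about 5.5% in these data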;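 note: 100% = response to 3 µM Δ7-dafachronic acid high control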
ssDAF-12 act = S. stercoralis DAF-12 activation, primary screen; 370,000 compounds, 1% hits; AID 652126; activation, % at 6.8 µM; HEK293 ssDAF-12/GRIP1 lit1-tk-luc reporter, luminescence; % of 3 µM dafachronic acid response;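 active = activation above the mean over all tested compounds plus 3 SD, cut at about 0.9% in these data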;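 note: 0% = DMSO-only wells and 100% = 3 µM delta7-dafachronic acid wells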
Numbers without * were called inactive; i = inactive; nt = no result given.

Preview (2 entries):
SMILES	GC-A act	ADAM10 inh	DAX1 inh-1	DAX1 inh-2	PG9 binder	GAA850 FXN act	ADAM17 inh	SMARCA2 act	hgDAF12 agonist	hcDAF-12 act	ssDAF-12 act
Cc1ccccc1-n1c(SCC(=O)c2c(N)n(C)c(=O)n(C)c2=O)nc2sc3c(c2c1=O)CCCC3	6.4	4.6	-0.5	-0.6	0.3	2.4	4.0	0.4	-0.1	-0.1	-1.6
CN(CC(=O)Nc1sc2c(c1C#N)CCCCC2)Cc1nc2ccccc2c(=O)[nH]1	-3.6	-4.8	-0.2	-1.1	-1.7	1.8	2.0	-2.7	0.1	-0.8	-0.6

The whole of this part, from the start:
SMILES	GC-A act	ADAM10 inh	DAX1 inh-1	DAX1 inh-2	PG9 binder	GAA850 FXN act	ADAM17 inh	SMARCA2 act	hgDAF12 agonist	hcDAF-12 act	ssDAF-12 act
Cc1ccccc1-n1c(SCC(=O)c2c(N)n(C)c(=O)n(C)c2=O)nc2sc3c(c2c1=O)CCCC3	6.4	4.6	-0.5	-0.6	0.3	2.4	4.0	0.4	-0.1	-0.1	-1.6
CN(CC(=O)Nc1sc2c(c1C#N)CCCCC2)Cc1nc2ccccc2c(=O)[nH]1	-3.6	-4.8	-0.2	-1.1	-1.7	1.8	2.0	-2.7	0.1	-0.8	-0.6
Cc1cccc(C2c3[nH]c4ccccc4c3CCN2Cc2ccc(C)s2)n1 (stereo not drawn)	-4.3	-4.9	-0.1	0.4	-1.0	2.2	-4.0	-0.3	4.3	6.4*	1.0*
CCN(CC(=O)Nc1cccc(OC)c1)C(=O)c1ccncc1	-1.9	-5.0	-0.4	1.1	0.7	1.1	-2.5	-2.8	0.3	0.2	-1.1
Cc1ccc(SCC(=O)Nc2ccccc2C(=O)O)cc1	-2.5	-8.1	1.9	0.4	-2.9	-0.3	-4.2	5.2	8.4	2.0	-0.6
Cc1sc2ncnc(SCC(=O)N3CCCC(C(F)(F)F)C3)c2c1C (stereo not drawn)	-3.7	-0.9	0.8	0.7	-2.1	0.3	-1.2	-1.8	-1.5	0.7	-0.5
O=C(CCn1c(=O)sc2ccccc21)NCc1ccc2c(c1)OCO2	6.5	-2.5	-0.1	0.2	1.5	0.8	-3.6	-1.2	-1.9	-0.6	-1.3
CCOC(=O)c1oc2ccc(Br)cc2c1NC(=O)CN1CCN(C)CC1	1.7	-3.3	-0.3	0.4	-0.4	1.7	-1.1	1.7	0.8	-1.4	-1.6
CC(=O)N1N=C(C)CC1c1ccc(O)cc1 (stereo not drawn)	1.2	5.9	-0.3	1.1	-3.2	-0.6	0.0	1.1	2.3	0.0	-1.7
CN1CCN(Cc2cn(C)nc2-c2ccccc2F)CC1c1ccccc1 (stereo not drawn)	-3.7	-0.6	0.2	0.0	-0.8	-1.6	-4.5	1.2	-0.9	0.8	-1.4
COc1ccc2oc(-c3ccccc3)c(C(=O)O)c2c1	0.0	i	0.0	-0.5	1.3	0.0	-404.9	-2.4	-2.2	1.0	-1.4
O=C1N=C(N2CCOCC2)SC1=C1CCCCC1	3.9	-1.8	0.2	6.8*	0.2	4.4	-1.0	4.0	4.0	-0.6	-1.0
COCCNC(=O)C1(C)CCCN(C(=O)c2cc(F)ccc2C)C1 (stereo not drawn)	4.4	-12.5	-0.4	nt	-0.9	-0.3	-6.9	-2.8	-1.5	-0.3	-0.7
COc1cc(/C=N/NC(N)=O)cc(Br)c1OCc1ccccc1C	8.0	2.5	0.2	0.7	-2.2	4.5	0.3	1.5	-1.0	-1.1	-1.1
Cc1ccc(C2(C)NC(=O)N(Cc3c(C)noc3C)C2=O)cc1 (stereo not drawn)	-10.7	-6.5	0.0	0.4	0.8	0.2	-5.1	-0.5	0.0	-1.8	-1.0
O=C(NNC(=S)Nc1ccccc1)c1cc(Br)ccc1Cl	0.3	0.8	0.1	-0.5	-0.4	-0.1	-3.4	-2.0	3.9	6.1*	-0.2
CCOc1ccccc1C(=O)Nc1ccccc1-c1ccccc1	-15.6	9.9	0.1	0.5	-1.2	-0.3	4.1	0.9	-1.1	5.7*	-1.2
COc1ccccc1NC(=O)c1ccc(NC(=O)C2COc3ccccc3O2)cc1 (stereo not drawn)	-10.5	19.2	-0.4	-0.6	0.0	0.0	4.0	-4.0	-1.0	-2.6	-1.2
CCCCC(CC)C(=O)NCc1ccccc1OC (stereo not drawn)	3.1	3.0	0.3	0.6	-0.8	1.4	2.5	-3.1	-3.4	-0.7	-1.0
CSc1nc2ccc(NC(=O)CSc3nnc(N)s3)cc2s1	2.1	0.2	0.5	0.4	-3.1	3.7	-2.0	-1.1	2.0	0.8	-1.3
Oc1c(C=Nc2ccccc2Cl)[nH]c2ccccc12	2.0	-5.4	2.3	1.6	-0.4	3.1	-2.3	7.5	13.6*	14.8*	1.1*
Cc1cc(C)nc(NS(=O)(=O)c2ccc(NS(=O)(=O)c3ccc(C#N)cc3)cc2)n1	6.0	-0.8	1.5	0.2	0.2	0.2	-0.9	-4.2	1.3	-2.7	-1.1
N#Cc1c(-c2ccccc2)nc(SCc2cccc(C(F)(F)F)c2)[nH]c1=O	5.0	19.4	0.5	0.6	7.0	-1.1	1.4	-0.7	0.6	-2.4	-0.6
O=C(O)c1cccc(N/N=C/c2cccs2)c1	-2.9	-1.9	7.2*	-4.7	-10.1	3.8	-0.6	11.8*	17.2*	13.3*	1.5*
O=C(COC(=O)COc1ccc(Cl)cc1Br)NCCC1=CCCCC1	2.0	-2.0	0.0	0.0	2.5	1.6	0.3	-3.2	1.6	-1.5	-1.2
COc1c(Cl)ccc(Cl)c1C(=O)OCC(=O)O	-0.9	4.7	-0.4	0.5	-1.9	1.1	0.7	-1.5	-1.6	2.4	-1.8
Cc1ccc(C2=[N+]([O-])C3(CCCCC/C3=N\NC(N)=O)N(O)C2(C)C)o1 (stereo not drawn)	1.0	0.4	-0.1	0.6	-1.0	0.9	0.5	-0.3	-0.4	-1.4	-0.3
COP(=O)(OC)c1nc(-c2cccc3ccccc23)oc1NCc1ccccc1	2.4	i	0.0	4.6*	0.9	2.6	i	-2.8	-4.8	-1.9	-1.5
CCCc1cc(=O)[nH]c(SCC(=O)Nc2nc(-c3ccccc3)cs2)n1	-1.8	-3.5	0.8	-0.3	-0.4	-1.7	2.9	-2.9	3.3	1.3	-0.7
CN(Cc1ccccc1Cl)C(=O)C1CCC(=O)N(CCc2cccc(F)c2)C1 (stereo not drawn)	-5.3	2.1	0.7	0.1	-0.3	-0.7	0.0	-0.3	1.0	-0.8	-0.9
COc1cccc(C(=O)OCC(=O)NC(C)CCc2ccccc2)c1O (stereo not drawn)	3.3	-7.5	-0.1	1.7	-0.9	0.1	-4.6	-2.0	-2.1	-0.3	-1.2
COc1ccc(S(=O)(=O)Nc2cc(C)on2)cc1	2.8	3.5	0.0	1.9	-1.2	0.2	-5.1	-1.4	1.0	0.3	-1.1
CC(C)(C)c1ccc(C(=O)NCC(=O)N2CCNC(=O)C2)cc1	-2.3	-7.7	-0.1	-0.3	-1.0	1.9	-2.0	-0.5	3.8	0.0	-0.7
Cn1c(=O)cc(SCC(=O)N2CCCC2)c2cc(Cl)ccc21	-5.7	-16.7	-0.2	0.1	-10.7	-1.6	-2.0	1.4	0.7	0.3	-1.0
Cc1ccccc1NC(=O)c1cc(N)ccc1N1CCCCC1	-8.0	6.9	0.3	-0.5	0.6	1.3	3.7	-5.6	-2.3	0.4	-1.9
Cn1c(=O)c(C(=O)NC2CCCCCC2)c(O)c2ccccc21	-1.6	2.8	0.3	-1.3	0.0	2.9	-5.0	2.6	0.4	0.2	-0.6
Cc1ccc([N+](=O)[O-])cc1N=C(c1ccc([N+](=O)[O-])cc1)N1CCOCC1	-6.3	0.7	0.1	0.9	-1.7	-0.6	1.1	0.7	0.0	-1.0	-1.0
CC1CCc2c(sc(NC(=O)c3cccn3C)c2C(N)=O)C1 (stereo not drawn)	-6.2	-71.0	2.5	-1.1	-0.3	1.2	-18.5	3.6	7.1	3.9	-0.6
COc1cc2c(cc1NC(=O)C(F)(F)F)-c1ccc(NC(=O)C(F)(F)F)cc1C2	-5.0	-5.0	-1.3	2.4	-3.5	0.4	-6.8	2.4	-1.3	1.7	-0.7
COc1ccc(CN2C(=O)c3cccnc3C2=O)cc1S(=O)(=O)NCc1ccccc1	-1.8	0.5	-1.1	-0.1	-0.5	2.5	-1.1	-0.9	-2.3	-0.2	-0.7
CCCC[n+]1ccn(-c2nc3ccccc3nc2[N-]S(=O)(=O)c2ccc(C)cc2)c1	1.8	-263.1	-1.1	-0.7	-2.2	1.2	-91.5	1.4	0.9	-0.6	-1.4
CCOC(=O)/C(C#N)=C/c1ccc(OC(=O)c2ccco2)c(OCC)c1	-5.2	-5.3	-0.8	3.6	-3.1	-0.5	-0.9	-2.2	3.0	0.9	-1.0
COc1ccc(CNC(=O)COC(=O)c2c(NC(C)=O)sc(C)c2C)cc1OC	2.1	-14.1	0.6	0.3	-0.5	-1.9	-4.7	-2.9	0.2	-0.4	-1.5
O=C(Nc1ccccc1Oc1ccccc1)NC1CCCCN(Cc2ccc(Cl)cc2)C1=O (stereo not drawn)	1.6	0.0	-1.2	nt	nt	nt	0.0	-2.0	1.5	0.0	-0.9
Cc1ccc(NC(=O)CSc2ccc(-c3ccccn3)nn2)cc1	-4.9	2.1	1.1	-1.6	0.2	3.3	-0.6	-0.1	-0.7	-2.0	-1.0

Sorted by the number under PG9 binder (high to low): some entries from above.
smiles,PG9 binder
COc1ccc(CN2C(=O)c3cccnc3C2=O)cc1S(=O)(=O)NCc1ccccc1,-0.5
CCCC[n+]1ccn(-c2nc3ccccc3nc2[N-]S(=O)(=O)c2ccc(C)cc2)c1,-2.2
CCOC(=O)/C(C#N)=C/c1ccc(OC(=O)c2ccco2)c(OCC)c1,-3.1

Continued:
SMILES	GC-A act	ADAM10 inh	DAX1 inh-1	DAX1 inh-2	PG9 binder	GAA850 FXN act	ADAM17 inh	SMARCA2 act	hgDAF12 agonist	hcDAF-12 act	ssDAF-12 act
C=CCN1C(c2ccccc2)=CS/C1=C(\C#N)c1nnc2n1CCCCC2	-1.3	8.8	0.6	-1.2	0.4	1.8	-1.6	-2.2	0.9	-0.9	-1.3
Cc1ccc(CNS(=O)(=O)c2ccc(C(F)(F)F)cc2)n1C	-0.9	-4.0	-0.3	nt	-1.4	-0.9	-2.0	-0.6	-0.7	-1.7	-1.4
CC(=O)Nc1ccc(-n2c(C)nc(=O)c(-c3ccccc3)c2C)cc1	0.7	-5.0	0.1	2.1	-3.9	0.6	-3.6	-0.5	2.2	-0.9	-0.8
COC(=O)C1=C(C)N(C)C(=NCc2ccccc2)NC1CCc1ccccc1 (stereo not drawn)	-23.5	-7.5	0.1	nt	-2.1	nt	-4.7	0.1	1.4	-1.1	-0.9
COc1ccc(CCNC(=O)C2CC(=O)N(C3CCCC3)C2)cc1OC (stereo not drawn)	0.6	-1.1	0.8	1.4	1.1	-0.7	-3.5	1.4	-0.7	-0.7	-0.7
COc1cc(CN2CCNC(=O)C2CC(=O)NCCCN2CCOCC2)cc(OC)c1 (stereo not drawn)	-1.8	-11.9	1.2	-0.4	0.2	1.9	0.7	-1.6	-0.2	-0.5	-1.6
CCCc1nc2ccccc2n1C(=S)SC	2.5	2.4	0.7	0.7	-1.7	1.4	0.0	-2.0	0.2	1.3	-0.8
